# Screens from PubChem BioAssay.
# NR2F2 inh: NR2F2 (human) inhibition, primary screen; P24468; HEK293T NGFI-A luciferase reporter, luminescence; inhibition, % at 8.6 µM; 0.7% of 370,000 active;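 active means inhibition above a per-plate cutoff, mean inhibition of test wells between control levels plus 3 SD, cut at about 38% in these data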;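 further: cells cotransfected with COUP-TFII expression vector driving the NGFI-A reporter; 0% = median of COUP-TF2 test wells and 100% = reporter-only cells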
# SRC3 inh: human NCOA3 inhibition. Q9Y6Q9. HEK293 GAL4-SRC3 luciferase reporter, luminescence. inhibition, % at 3.6 µM. 0.17% of 360,000 active. AID 588352;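 active means inhibition above a per-campaign cutoff, the mean of all compounds plus 3 SD, cut at about 60% in these data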;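 further: 0% = DMSO-treated cells and 100% = gossypol-treated cells at 36 µM; higher means less SRC3-driven luciferase light from the GAL4 reporter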
# LRH-1 inv ag: suppresses constitutive activity of human LRH-1; O00482; inhibition, % at 3.6 µM; AID 602396; HEK293T StAR-luciferase reporter, LRH-1 transfected, 24 h; 0.13% of 360,000 active;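 active means inhibition above the mean inhibition of all tested compounds plus 3 SD, cut at about 73% in these data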;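 further: 0% = DMSO wells and 100% = reporter-only cells lacking LRH-1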
# MC4R antagonist: human MC4R antagonism in cAMP assay | P32245 | MC4R-expressing cells, MTII-stimulated cAMP, LANCE TR-FRET | inhibition, % at 6.5 µM | 0.48% of 360,000 active | AID 540295;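 active means inhibition above its plate's cutoff, the mean of tested wells on that plate plus 3 SD, cut at about 29% in these data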;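 further: 0% = Melanotan II alone and 100% = Melanotan II plus saturating MCL0020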
#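 System: U2OS cells stably expressing human melanocortin 4 receptor (MC4R). Reagent: Melanotan II challenge after compound preincubation. Doses: 6.5 µM. Times: 30-min compound, 1-h challenge, 1-h detection, room temperature. Measured by: TR-FRET with Eu-cAMP and labeled anti-cAMP, 671 nm. Replicates: singlicate.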
# NCOA1 inh: inhibitors of human steroid receptor coactivator 1 (SRC1); Q15788; HEK293 GAL4-SRC1 luciferase reporter, luminescence; 0.12% of 360,000 active; inhibition, % at 3.6 µM;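 active means inhibition above the campaign mean plus 3 SD, with each screening campaign given its own cutoff, cut at about 60% in these data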;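 further: 0% = DMSO treated cells and 100% = gossypol at 36 µM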
# Target sequence (Q15788 whole entry, looked up, the tested form may be a part): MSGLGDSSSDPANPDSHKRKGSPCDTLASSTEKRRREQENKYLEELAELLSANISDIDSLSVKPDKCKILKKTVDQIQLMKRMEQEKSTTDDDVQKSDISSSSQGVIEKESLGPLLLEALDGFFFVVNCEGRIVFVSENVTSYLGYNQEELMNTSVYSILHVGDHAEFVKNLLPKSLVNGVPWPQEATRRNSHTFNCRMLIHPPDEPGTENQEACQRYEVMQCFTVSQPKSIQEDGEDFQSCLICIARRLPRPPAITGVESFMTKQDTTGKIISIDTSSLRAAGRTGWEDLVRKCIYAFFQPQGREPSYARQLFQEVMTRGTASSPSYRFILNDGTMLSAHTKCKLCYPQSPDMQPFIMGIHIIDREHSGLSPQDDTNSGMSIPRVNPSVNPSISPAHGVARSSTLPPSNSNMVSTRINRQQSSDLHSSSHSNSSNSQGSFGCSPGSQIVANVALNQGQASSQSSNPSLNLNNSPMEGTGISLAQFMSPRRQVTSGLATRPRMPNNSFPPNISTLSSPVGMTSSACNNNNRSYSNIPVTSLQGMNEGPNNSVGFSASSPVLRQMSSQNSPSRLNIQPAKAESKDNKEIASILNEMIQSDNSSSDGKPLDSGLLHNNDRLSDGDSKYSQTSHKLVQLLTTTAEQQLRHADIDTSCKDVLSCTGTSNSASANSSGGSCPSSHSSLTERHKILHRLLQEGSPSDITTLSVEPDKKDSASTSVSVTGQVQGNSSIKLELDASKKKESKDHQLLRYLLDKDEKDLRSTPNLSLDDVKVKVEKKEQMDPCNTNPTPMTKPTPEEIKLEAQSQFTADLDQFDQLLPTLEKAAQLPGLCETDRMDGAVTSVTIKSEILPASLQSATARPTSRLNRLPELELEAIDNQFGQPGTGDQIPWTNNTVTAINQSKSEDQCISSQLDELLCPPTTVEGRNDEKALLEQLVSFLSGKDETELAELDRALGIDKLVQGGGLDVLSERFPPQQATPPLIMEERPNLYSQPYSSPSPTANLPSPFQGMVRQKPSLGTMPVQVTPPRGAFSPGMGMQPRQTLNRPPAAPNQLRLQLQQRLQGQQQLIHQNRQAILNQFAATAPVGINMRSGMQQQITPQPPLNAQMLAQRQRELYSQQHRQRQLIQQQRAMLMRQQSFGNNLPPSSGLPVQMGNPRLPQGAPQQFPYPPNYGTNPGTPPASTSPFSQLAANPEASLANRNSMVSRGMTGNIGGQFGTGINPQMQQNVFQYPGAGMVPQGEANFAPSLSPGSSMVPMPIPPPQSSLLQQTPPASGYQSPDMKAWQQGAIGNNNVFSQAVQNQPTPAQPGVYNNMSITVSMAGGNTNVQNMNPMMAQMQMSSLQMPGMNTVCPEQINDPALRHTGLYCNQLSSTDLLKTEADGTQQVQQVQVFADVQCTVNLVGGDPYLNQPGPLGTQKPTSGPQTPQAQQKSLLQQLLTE
# NOD2-RIPK2 inh: blocks binding of human NOD2 to RIPK2; O43353; CHO BLA complementation NOD2-RIPK2, CCF4 ratio; inhibition, % at 4.98 µM; 0.38% of 360,000 active; in the data active means inhibition above about 21%;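 further: 0% = vehicle only and 100% = reference blocker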
# LMP1 NFkB inh: reduces LMP1-driven NF-kappaB luciferase signal. LMP1-induced NF-kappaB luciferase reporter cells, luminescence. inhibition, % at 12.5 µM. 0.69% of 350,000 active. AID 504558; in the data active means inhibition above about 41%;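 further: 0% = neutral control wells and 100% = reference inhibitor control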
# TLR9-MyD88 inh: TLR9-MyD88 interaction inhibition; AID 504734; inhibition, % at 4.98 µM; CHO BLA complementation TLR9-MyD88, CCF4 FRET ratio; Q9NR96+Q99836; 0.21% of 340,000 active;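 active means inhibition above the mean over all tested compounds plus 3 SD, cut at about 21% in these data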;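 further: 0% = DMSO only wells and 100% = clavulanate BLA inhibitor control wells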
# MC4R barr agon: activates human MC4R beta-arrestin recruitment; 0.98% of 360,000 active; activation, % at 8.9 µM; P32245; AID 540308; U2OS MC4R beta-arrestin complementation, luminescence; percent of melanotan II response, DMSO zero;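 active means activation above a per-plate cutoff, the mean activation of sample wells on that plate plus 3 SD, cut at about 8% in these data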
# ABHD5-PLIN5 inh: ABHD5-PLIN5 protein interaction inhibition; Q00G26+Q8WTS1; Split G. princeps luciferase complementation, luminescence, 4 h; inhibition, % at 4 µM; 0.78% of 360,000 active; AID 602281;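 active means inhibition above the mean inhibition across every tested compound plus 3 SD, cut at about 22% in these data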;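 further: 0% = DMSO only wells and the 100% control is not disclosed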
# SRC2 inh: human SRC2 (NCOA2) inhibition; Q15596; HEK293 GAL4-SRC2 luciferase reporter, luminescence; inhibition, % at 9 µM; 0.17% of 370,000 active;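 active means inhibition above the mean inhibition of all tested compounds plus 3 SD, set per campaign, cut at about 52% in these data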;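 further: 0% = DMSO treated cells and 100% = cells given Gossypol at 36 µM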
# * = called active by the depositor; nt = not tested or not shown.
SMILES,NR2F2 inh,SRC3 inh,LRH-1 inv ag,MC4R antagonist,NCOA1 inh,NOD2-RIPK2 inh,LMP1 NFkB inh,TLR9-MyD88 inh,MC4R barr agon,ABHD5-PLIN5 inh,SRC2 inh
Cn1c(=O)c(=O)n(C)c2cc(S(=O)(=O)N3CCCC3C(=O)NCc3cccs3)ccc21 (stereo not given),2,18,3,0,-5,1,-1,6,-0.2,2,-11
CCCN1C(=O)C(O)(C2COC(C)(C)CC2=O)c2ccccc21 (stereo not given),6,-6,-20,-2,-17,-1,4,8,-1.1,-4,-12
CCS(=O)(=O)N1CCC(C(=O)N2CCN(c3ccccc3)CC2)CC1,-13,3,-20,-4,-15,1,-13,-12,-2.4,-1,7
O=c1c(Cc2c(F)cccc2Cl)c(O)ccn1Cc1ccc(F)cc1,-6,-28,9,-2,9,0,-5,-9,0.8,-2,-11
Cc1nc(SCC(=O)NC2CCCC2)[nH]c(=O)c1C,-1,-20,10,0,-6,2,5,-8,-1.4,-2,-13
Cc1cc(OCC(=O)Nc2ccc(S(=O)(=O)N3CCN(C)CC3)cc2)ccc1Cl,2,19,9,13,1,11,-11,-10,1.2,-7,24
COc1cccc(/C=N/NC(=O)CNC(=O)c2cccnc2)c1O,19,1,2,-3,10,-1,14,-16,-0.8,-6,-15
Cc1nc(CSc2n[nH]c(=O)n2-c2ccccc2)cs1,21,-15,-2,3,-13,4,6,-8,-1.3,1,-13
CCOc1cc(Br)cc(/C=N/NC(=O)c2cccnc2)c1O,-5,61,29,9,26,0,68*,2,-2.5,-6,24
O=C(CNS(=O)(=O)c1ccc2c(c1)OCCCO2)N1CCN(c2ccc(F)cc2)CC1,5,6,6,3,-1,1,10,-3,2.4,3,13
CC(C)C(=O)n1nc(-c2cccnc2)nc1NCc1cccs1,-22,-4,1,17,-10,-22,-6,-2,-1.5,2,-6
CC(=O)Nc1cccc(OCCCNS(=O)(=O)c2ccc(C#N)cc2)c1,-9,0,-7,8,-26,2,0,1,-3.3,-2,-24
Cc1[nH][nH]c(=O)c1N=Nc1ccc(F)cc1,-3,12,17,-4,6,-15,nt,-4,-0.7,10,-3
CCn1c(=O)c(C(=O)NCCCO)c(O)c2ccccc21,6,-10,3,-4,-1,15,-1,6,-2.4,0,-3
CC(=O)N1CCN(c2ccccc2NC(=O)c2cccc3c(Cl)cccc23)CC1,-2,-19,1,6,-12,11,-5,1,-1.1,5,4
O=C(/C=C/c1cccs1)N1CCCCC1,-46,-46,-75,-5,-37,-19,-27,nt,-1.6,3,-67
COc1ccc(NC(=O)c2cc(S(=O)(=O)N3CCCC3)c[nH]2)cc1,12,17,17,0,11,6,2,3,-1.2,0,-2
COc1ccc(C(=O)N2CCC(C)(C(=O)O)C2)cc1OC (stereo not given),14,-6,12,-1,-5,-10,nt,nt,0.8,7,-9
CCc1nnc(NC(=S)Nc2ccccc2)s1,-46,-61,-106,3,-90,3,-18,4,-1.1,-6,-23
CCC1CN(C(=O)Nc2cccc(C)c2)c2cc(C)ccc2O1 (stereo not given),15,17,15,-3,13,-4,-2,-9,0.2,-3,-3
Cc1cc(OCC(=O)N2CCC(C(N)=O)CC2)c2c(C)cc(=O)oc2c1,8,-12,12,20,-23,7,2,0,-2.6,0,-14
Cn1c(C(=O)NCCCN2CCN(c3ccccc3F)CC2)cc2c(=O)[nH]c3ccccc3c21,-3,-15,-6,10,-2,1,4,2,0.1,6,-8
O=C(Nc1cccc(NC(=O)c2ccc(Br)o2)c1)c1ccccc1,9,-5,-11,34*,-20,-3,-10,-17,-0.8,3,1
COc1ccccc1NC(=O)c1c(N=Cc2c(O)ccc3ccccc23)cnn1C,5,18,8,-27,12,-5,20,11,-1.1,0,2
COc1ccc(CCNC(=O)c2c([S-])n(-c3ccc(C)cc3)c3cccc[n+]23)cc1,-2,-1,-10,14,-15,5,-4,-11,1.3,-6,-10
Cc1cc(OCC(=O)NC(C)(C)C)ccc1Cl,-7,-31,-60,6,-52,-9,-18,-3,-1.3,1,-25
COc1ccc(NC(=O)C2C3C=CC4(O3)C2C(=O)N(CCN2CCCCC2)C4C(=O)NC2CCCC(C)C2C)cc1 (stereo not given),3,16,-5,-1,-14,-11,4,-5,0.1,-10,-3
COc1cc(/C=C2\SC(=S)N(Nc3ncc(C(F)(F)F)cc3Cl)C2=O)cc(OC)c1OC,-9,-5,-3,8,2,-6,-4,-8,-3.8,-7,-17
COc1ccc(C(=O)Nc2cccc(OC(=O)c3ccc(C)c(C)c3)c2)cc1,-37,-94,-99,-9,-77,0,0,-17,3.3,-22,-5
CCOC(=O)/C(C#N)=C/c1cc2ccc(C)cc2nc1Cl,-8,8,-14,-24,-10,12,-5,10,-2.6,-7,7
CCCCN1CC(COc2ccccc2)Oc2cccc(F)c2S1(=O)=O (stereo not given),11,-2,-19,2,4,-9,-14,-4,-0.7,-2,19
Cc1cccc(-c2nc(CN3CCCC(C(=O)NC4CCCCC4)C3)c(C)o2)c1 (stereo not given),7,-8,-8,-8,-17,-4,-2,-5,1.4,1,-4
COc1ccc(-c2csc(Nc3cccc(C)n3)n2)cc1,-27,-120,-134,1,-97,-14,-72,2,0.9,-7,-54
Cc1nc2ccc(F)cc2cc1C(=O)Nc1cccc(Cl)c1C,-1,9,-15,-2,9,0,1,4,1.1,-2,-10
O=C(CCC(=O)N1CCOc2ccc(Cl)cc21)N1CCN(c2ccccn2)CC1,-14,-5,5,6,-6,-11,-10,-6,0.0,11,23
Cc1nnc(SCC(=O)Nc2sc3c(c2C#N)CCCCC3)n1N,-23,-17,-22,1,-12,-10,-3,-5,0.0,-12,-47
COc1ccc(S(=O)(=O)N2CCC(C(=O)N[C@H](C(=O)NC3CCCC3)C(C)C)CC2)cc1,9,1,-12,4,-4,-1,2,-3,-0.2,1,-15
Cc1ccc2c(Cl)cc(Cl)c(OCC(=O)N3CCOCC3)c2n1,-11,-14,-48,0,-29,-4,-3,-3,-0.9,3,-5
Cc1ccc2nc(/C(C#N)=C/c3ccc(-c4cccc([N+](=O)[O-])c4)o3)[nH]c2c1,11,0,-17,7,14,-11,4,5,-1.0,4,2
COC(=O)[C@@H]1CCCN1C(=O)CCc1nnc(CCC2CCCCC2)o1,-14,-53,-56,11,-43,0,-20,7,-3.4,-4,-44
COc1ccc(Cn2c(=S)[nH]c3cc(C(=O)NCCCN4CCOCC4)ccc3c2=O)cc1,-7,23,-17,23,-3,-3,-10,-6,-0.8,2,-6
COc1cc(C(=O)NC2CCCc3ccccc32)cc(OC)c1OC (stereo not given),-15,-5,21,1,3,-12,4,-1,-0.2,-10,-49
Cc1cc(NC(=O)c2ccco2)c(=O)n(Cc2c(F)cccc2Cl)c1,-2,7,11,5,-8,-16,0,10,1.5,-2,-2
COc1ccc(-c2nc(-c3ccccn3)nc(N3CCN(C)CC3)c2C#N)cc1,7,5,8,10,11,6,8,-1,-1.1,5,7
COCCN(C(=O)COC(=O)CCC1CCCCC1)c1c(N)n(Cc2ccccc2)c(=O)[nH]c1=O,-15,-1,9,-2,9,28*,6,4,2.3,1,-23
Nc1nc(CSc2ncn[nH]2)nc(Nc2ccc(F)cc2)n1,-25,-17,-42,7,-18,8,5,17,-1.8,1,-20
Cc1ccc(NC(=O)C(C)N2C(=O)c3ccccc3C2=O)nc1 (stereo not given),4,9,4,14,12,-8,-5,-1,0.9,2,-5
Cc1cc(C)c(NC(=O)CCCC(=O)O)c(Cl)c1,5,-7,-1,3,-10,10,-4,-5,-1.8,0,-14
CC1CCN(C(=S)NC(=O)c2cccs2)CC1,29,3,12,13,-2,-4,-6,-15,-0.2,-3,23
Cc1cc(C)cc(OC(C)C(=O)Nc2ccccc2C(=O)NCc2cccnc2)c1 (stereo not given),0,-16,6,-4,10,-2,-6,-3,1.1,-14,-29
O=C1CSC(c2cn(-c3ccccc3)nc2-c2cc3ccccc3oc2=O)N1Cc1ccco1 (stereo not given),-21,11,11,6,-25,-12,3,-13,0.3,6,4
O=C(CSc1n[nH]c(=O)n1-c1cccnc1)Nc1ccccc1,8,-14,4,1,2,4,4,-4,0.3,7,4
O=C(O)c1cccc(N/N=C(\N=Nc2ccccc2)c2ccccc2)c1,12,3,-4,1,-1,-4,-19,8,-0.7,-7,-9
CCOC(=O)N1CCC(NC(=O)CSc2cc(=O)n(CC)c3ccccc23)CC1,-9,2,-22,9,5,-3,5,-11,-1.6,-4,-2
Cc1cccc(N2C(=O)CC(N3CCOCC3)C2=O)c1 (stereo not given),8,17,0,3,-17,7,4,6,0.5,-5,10
CN(C)c1nc(Oc2ccc(C(=O)OCC(=O)Nc3ccccc3)cc2)nc(N(C)C)n1,10,-4,-40,0,-23,10,5,-4,-0.4,3,10
COc1ccc(CN2C(=O)c3ccccc3C2c2nnnn2C(C)C)cc1 (stereo not given),9,nt,17,nt,nt,-10,nt,nt,nt,-3,8
Cc1nc(-c2ccccc2)sc1C(=O)NS(=O)(=O)c1ccc(CN2CCN(c3ccccc3)CC2)cc1,-1,nt,5,nt,nt,6,nt,nt,nt,-3,-26
CC(C)OC(=O)NCCOC(=O)Nc1cccc(Cl)c1,-3,-10,-8,4,-2,1,3,-4,-1.4,-4,-7
O=C(CCN1C(=O)c2ccccc2C1=O)C1=NN[C@@H]2C(=O)N(c3ccc(F)cc3)C(=O)[C@H]12,-19,8,6,6,0,1,-11,4,-0.8,3,1
# Further entries follow.
SMILES,NR2F2 inh,SRC3 inh,LRH-1 inv ag,MC4R antagonist,NCOA1 inh,NOD2-RIPK2 inh,LMP1 NFkB inh,TLR9-MyD88 inh,MC4R barr agon,ABHD5-PLIN5 inh,SRC2 inh
CCn1c(COc2ccc(C)cc2)nnc1SCc1ccc(C#N)cc1,9,17,3,-5,7,-3,2,5,-0.2,1,-4
Cc1ccc2oc(C(=O)N(C)Cc3ccc(C)o3)c(C)c2c1,-2,-10,-35,12,-24,6,-16,-4,-2.2,9,-21
COc1ccc(N(CC(=O)N2CCN(C)CC2)S(=O)(=O)c2ccccc2)cc1OC,2,18,9,-4,-30,-7,3,-11,3.1,1,-9
O=C(CSc1ncn[nH]1)Nc1cccc(S(=O)(=O)N2CCCCCC2)c1,2,18,2,4,-57,1,-7,-11,-0.8,3,12
COc1ccc(OC)c(NC(=O)c2ccc(Cl)cc2)c1,-1,6,-1,-1,5,-1,-11,0,1.5,1,-22
CN1CCN(S(=O)(=O)c2ccc(NN)nc2)CC1,-3,3,-5,2,-8,-4,1,2,-1.2,10,2
COc1cc2c(cc1OC)C(C(=O)NCc1ccco1)C(c1cccs1)N(C)C2=O (stereo not given),10,-9,3,-1,7,-6,4,0,-1.7,-1,17
Cc1onc(-c2ccccc2)c1CNS(=O)(=O)c1ccc(F)cc1F,3,17,8,12,-9,-4,-4,3,-2.8,-1,11

# Only part of the results is shown; rates above refer to the full screens.
